POLI inh: blocks human DNA polymerase iota activity | Q9UNA4 | Pol iota fluorescent replication assay, 10 min | Potency, µM (doses to about 115 µM), for the others: at the top dose activity, negative = inhibition, hits mostly inhibitors | hit rate 1% among 390,000 | AID 588590; note: potency is the fitted concentration of half-maximal effect
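Pol iota at 10 nM preincubated 15 min with compounds at room temperature; reaction started with fluorescent substrate, 50 nM final. Fluorescence read kinetically at 0 and 10 min; buffer-only wells as negative control.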
BLM inh: Bloom syndrome helicase (human) inhibition. P54132. hit rate 0.2% among 350,000. Potency, µM (doses to about 56.1 µM), inactives show top-dose activity change, negative = inhibition, usual class: inhibitors. recombinant BLM DNA unwinding, fluorescence dequenching;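 note: potency is the fitted concentration of half-maximal effect; plate controls were vehicle for no effect and no enzyme for full effect; nearly all actives have a fitted effect of over 35% in size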
Apoferritin bind: binds horse apoferritin like a general anesthetic. P02791. apoferritin/1-aminoanthracene competitive binding, fluorescence. Potency, µM (top dose mostly 77.5 µM), for the others: at the top dose activity change, negative = displacement, most hits filed as inhibitors. hit rate 0.074% among 350,000. AID 485281; note: potency is the fitted concentration of half-maximal effect; % is set by controls: 0 for no effect and ±100 for the full control effect; nearly all actives have a fitted effect of over 20% in size
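Apoferritin-based anesthetic binding model; compound displacement of fluorescent 1-AMA measured as endpoint fluorescence after 10 minutes at room temperature, scaled to free-ligand and complex controls.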
APE1 inh: APE1 (human) endonuclease inhibition; recombinant APE1, TAMRA/BHQ-2 abasic DNA cleavage fluorescence; AID 2517; Potency, µM (highest dose often 65.8 µM), for inactives: at the highest dose activity change, negative = inhibition, actives largely listed as inhibitors; hit rate 0.35% among 350,000; P27695;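 note: potency is the fitted concentration of half-maximal effect; plate controls were vehicle for no effect and reference inhibitor for full effect; nearly all actives have a fitted effect of over 55% in size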
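APE1 at 0.75 nM final was preincubated with compound 15 min at room temperature, then 50 nM double-stranded THF abasic-site substrate (5'-TAMRA/3'-BHQ-2) was added. Fluorescence (ex 525/em 598 nm) was read kinetically; third-minus-first read gave activity.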
Pol beta inh: inhibitors of human DNA polymerase beta. Pol beta primer extension/strand displacement, fluorescence kinetic. Potency, µM (top dose mostly 114 µM), inactives show at the top dose activity change, negative = inhibition, actives largely listed as inhibitors. hit rate 1.3% among 340,000. AID 485314; note: potency is the fitted concentration of half-maximal effect; % is set by controls: 0 for no effect and ±100 for the full control effect
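10 nM enzyme + cpd, 15 min RT; start with substrate 50 nM final; read 0 min and after 10 min RT. Corrected, normalized data; 4-parameter Hill curve fit.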
Pol kappa inh: DNA polymerase kappa (human) inhibition. purified Pol kappa, fluorescent DNA synthesis assay, 10 min. AID 588579. hit rate 0.53% among 400,000. Potency, µM (titrated, usually from 107 µM), for inactives: at the highest dose activity, negative = inhibition, hits mostly inhibitors. Q9UBT6; note: potency is the fitted concentration of half-maximal effect; % is set by controls: 0 for no effect and ±100 for the full control effect
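Kinetic fluorescence screen: compound preincubated 15 min RT with 10 nM enzyme; 50 nM substrate (final) initiates; reads at 0/10 min.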
TRHR agonist: TRH receptor (human) agonism. TRHR cells, calcium flux fluo-8, FDSS agonist mode. hit rate 0.18% among 360,000. AID 493084. activation, % at 2 µM; in the data active = activation above about 30%; note: 0% is about no effect
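In this calcium-flux screen, cells bearing human TRHR are dye-loaded with fluo-8, baselined for 10 cycles, then exposed to library compounds; positive kinetic calcium responses during the agonist phase mark hits, with TRH as control.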
ALOX12 inh: blocks human arachidonate 12S-lipoxygenase; P18054; purified 12hLO, xylenol orange hydroperoxide absorbance; Potency, µM (highest dose often 108 µM), inactives show at the top dose activity change, negative = inhibition, actives largely listed as inhibitors; hit rate 1.1% among 580,000; note: potency is the fitted concentration of half-maximal effect; % is set by controls: 0 for no effect and ±100 for the full control effect
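Purified human 12hLO (150 nM final) in 25 mM Hepes, 0.01% Triton X-100, pH 7.0 was preincubated 15 min at room temperature with compound. Then 40 uM arachidonic acid was added, 30 min. Hydroperoxide was read by Fe-XO absorbance ratio 573/405 nm.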
ERG-DNA inh: blocks human ERG Ets domain binding to DNA | Potency, µM (series often up to 76.9 µM), inactives show top-dose FP activity, negative = inhibition, most hits filed as inhibitors | P11308 | hit rate 0.028% among 370,000 | fluorescence polarization, His-ERG Ets domain / labelled DNA | AID 624246; active = well fitted inhibition curve with a large enough effect in the polarisation, with a control signal flat; inconclusive = small, poorly fitted or top-dose-only effect, or effect the other way, or a change in a side signal; inactive = no such curve, though single readings can be large or run the other way; the % refers to the polarisation;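 note: polarization taken with two DNA probes labelled with fluorescein and Texas red; potency is the fitted concentration of half-maximal effect; % of control where 0% means no effect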
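His-tagged ERG Ets domain (1 uM in the protein solution; 300mM KCl, 50mM Tris-HCl, 1mM EDTA, 1mM DTT, pH 7.5) received compound, then a probe mix of 5 nM fluorescein-DNA and 100nM Texas-615-DNA. Fluorescence polarization was read for both dyes.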
Active calls of the source: *; i = inactive; ? = inconclusive; . = not tested or not shown; & = joins results of further samples; [ ] = remark or other dose. Unless noted, calls come from the whole dose curve; as a rule, active = well fitted curve in the direction sought with a large enough effect; inconclusive = small, poorly fitted or top-dose-only effect, or another doubt; inactive = no such curve, though single readings can be large; an effect the other way counts as inactive or inconclusive. The list is partial. The share of hits here may be higher or lower than overall.

SMILES | POLI inh | BLM inh | Apoferritin bind | APE1 inh | Pol beta inh | Pol kappa inh | TRHR agonist | ALOX12 inh | ERG-DNA inh
C=CCOc1c(Br)cc(C2NC(=O)NC(C)=C2C(C)=O)cc1OCC (stereo not drawn) | -3.2% | -2.9% | -19.1% | ? | -11.4% | -5.3% | -1.5 | ? | 3.1%
CCOc1ccccc1C1Nc2ccccc2-c2nnc(SCc3ccccc3)nc2O1 (stereo not drawn) | 25.4% | -3.8% | -19.4% | . | 16.9% | 9.3% | -0.7 | ? | -2.9%
C=CCOC(=O)C1=C[C@@H](c2coc3ccccc3c2=O)C[C@@H](OCc2ccc(CO)cc2)O1 | -6.9% | -6.1% | -20.1% | -0.5% | -28.1% | -24.0% | -0.1 | -14.0% | 2.9%
CC(C)CN(C(=O)c1ccco1)C1CCS(=O)(=O)C1 (stereo not drawn) | 59.4%[activator] | . | . | 13.4% | . | -4.7% | 1.0 | 10.8% | 8.2%
Cc1ccc(S(=O)(=O)NCCC(=O)NC(C)CCc2ccccc2)cc1 (stereo not drawn) | 38.6%[activator] | . | . | 3.1% | . | -3.8% | 0.2 | -0.8% | -3.3%
O=C(Nc1ccc(Cl)cc1Cl)c1csc(-c2cccnc2)n1 | -11.6% | 2.1% | 4.4% | -8.5% | -23.0% | -10.5% | 0.2 | -3.0% | -1.2%
CC(C)(C)c1ccc(C(=O)NC2CCN(Cc3ccccc3)CC2)cc1 | 27.7% | -2.0% | -9.5% | 31.1% | 16.3% | -9.4% | 2.5 | ? | 2.8%
O=C(NNC(=O)C1CC1)c1cc(Br)c(Br)s1 | -3.5% | . | . | 27.0% | . | 1.0% | . | 10.6% | -6.2%
CCOC(=O)CSc1ncc(-c2cccc(Cl)c2)cn1 | 23.1% | -2.8% | -14.3% | 0.0% | 34.0% | -10.2% | -0.1 | -14.8% | 4.1%
Cc1nn(-c2ccccc2)c(NC(=O)c2ccccc2)c1Br | ? | -1.4% | -14.0% | 49.5% | 8.6% | 4.2% | -1.2 | 0.8% | -6.5%
O=C(COC(=O)c1ccc(F)c(S(=O)(=O)N2CCOCC2)c1)NCCc1ccccc1 | -6.8% | . | . | 28.1% | . | ? | -0.2 | -38.7% | 2.5%
CCO[C@@H]1OC(C(=O)NCc2nc3ccccc3[nH]2)=C[C@H](C2CC2)[C@H]1CCCO | 25.5% | -0.8% | -2.2% | 1.7% | -1.9% | 11.8% | 0.3 | -16.9% | -12.7%
Cc1ccc(/C=N/Nc2nc(C)cc(C)n2)cc1 | 5.9% | 2.9% | 0.1% | -1.3% | 3.2% | -10.9% | 0.1 | ? | -1.2%
O=C(COc1ccccc1Cl)Nc1cccc(S(=O)(=O)N2CCCC2)c1 | -14.7% | . | . | -20.7% | . | -3.3% | 0.1 | 152.9%[activator] | 8.7%
Cc1ccc2c(c1)C(c1ccc(F)cc1)N(C(=O)c1cccc(C(F)(F)F)c1)CC(=O)N2 (stereo not drawn) | 9.1% | -12.0% | -9.9% | . | 8.8% | -11.6% | 0.6 | ? | -8.3%
CCS(=O)(=O)N1CCCC(C(=O)NC2CCCCC2)C1 (stereo not drawn) | 5.3% | 1.9% | -6.1% | -6.7% | 3.6% | -1.4% | 0.6 | 5.2% | 5.7%
Cc1c(NC2=CC(=O)CC(C)(C)C2)ccc([N+](=O)[O-])c1C | 49.9%[activator] | 0.8% | -7.2% | 6.1% | 5.7% | -7.5% | -0.6 | -7.3% | -4.5%
Cc1ccc(Nc2nc(Cl)c(C=O)s2)cc1Cl | 96.3%[activator] | -8.0% | ? | 2.3% | ? | -11.6% | 0.7 | 15.2% | 2.6%
Cc1cc(C(=O)O)ccc1-c1ccc(CO)o1 | -14.2% | -0.4% | -4.2% | 2.4% | 4.0% | -19.5% | -0.8 | 0.0% | -6.0%
Cc1cccc(C)c1OCc1cc(C(=O)N2CCN3CCCC3C2)no1 (stereo not drawn) | -18.7% | -0.3% | -8.6% | 25.7% | 10.8% | -12.8% | 0.0 | 2.2% | -1.1%
O=C(O)c1cncc(C#CCC2CCCCC2)c1 | 0.7%[58.9 µM] | 3.5% | -10.6% | 5.6% | -5.3% | -11.9% | -0.5 | 0.0% | 16.0%
Cc1nc2ccc(NC(=O)c3sccc3C)cc2s1 | -11.7% | -3.0% | -12.3% | 0.0% | 19.9% | -0.1% | -1.0 | 0.0% | 0.0%
CCn1c(-c2csc3c2CCCC3)n[nH]c1=S | -8.1% | 0.7% | -9.7% | 0.8% | 15.4% | -7.7% | -0.8 | ? | -4.0%
COc1cccc(-c2nccc(NCc3cnc(C)cn3)n2)c1 | . | 2.4% | . | 16.8% | . | 1.2%[60.1 µM] | . | ? | .
COc1ccc2nc3sc(C(=O)Nc4cc(Cl)c(OC)cc4OC)cc3cc2c1 | -5.0% | ? | -1.6% | . | ? | 0.0% | 1.2 | -26.8% | 6.1%

A different layout for some results above.
SMILES,POLI inh,BLM inh,Apoferritin bind,APE1 inh,Pol beta inh,Pol kappa inh,TRHR agonist,ALOX12 inh,ERG-DNA inh
Cc1ccc(/C=N/Nc2nc(C)cc(C)n2)cc1,5.9%,2.9%,0.1%,-1.3%,3.2%,-10.9%,0.1,?,-1.2%
O=C(COc1ccccc1Cl)Nc1cccc(S(=O)(=O)N2CCCC2)c1,-14.7%,.,.,-20.7%,.,-3.3%,0.1,152.9%[activator],8.7%

More structures.
SMILES | POLI inh | BLM inh | Apoferritin bind | APE1 inh | Pol beta inh | Pol kappa inh | TRHR agonist | ALOX12 inh | ERG-DNA inh
CC(C)c1ccc(OCC(O)CN2CCN(c3ccc(F)cc3)CC2)cc1 (stereo not drawn) | -23.2% | -3.4% | -6.1% | . | 36.0% | -6.9% | 3.4 | -29.3% | -1.6%
O=S(=O)(NCc1ccccc1)c1ccc(S(=O)(=O)N(Cc2ccccn2)Cc2ccco2)cc1 | 19.2% | -1.8% | -13.1% | 2.2% | 12.1% | -11.4% | -0.6 | 9.0% | .
Cc1cc([N+](=O)[O-])ccc1NS(=O)(=O)c1ccccc1 | -1.5% | . | . | . | . | -3.8% | . | -25.4% | -11.4%
CC(=O)Nc1ccc(S(=O)(=O)N(C)CC(=O)NC2=NCCS2)cc1 | 16.6% | -1.7% | -6.2% | 13.8% | 18.5% | -15.0% | 0.3 | ? | -17.7%
CCCCN1C(=O)/C(=C2/C=CC=CN2C)SC1=S | 1.4% | -0.4% | -3.6% | -0.3% | 23.1% | -4.3% | -0.2 | -2.1% | .
COc1cc(OC)cc(-c2cc3nc(C)c(CCC(=O)O)c(C)n3n2)c1 | 15.8% | 3.3% | -5.2% | -1.3% | -8.1% | -17.8% | -0.4 | ? | -3.2%
Cc1ccc(/C=C/S(=O)(=O)NCC(=O)OCC(=O)Nc2ccc(C(N)=O)cc2)cc1 | 4.8% | . | . | 19.3% | . | -20.7% | 0.0 | 1.1% | 0.0%
Cc1nc(Cl)sc1C(=O)Nc1ccc(Cl)cc1 | 26.6% | 2.1% | 2.5% | -5.5% | 30.7% | 2.5% | 0.3 | ? | -4.5%
COc1cc(Cl)c(C)cc1NC(=O)CCCn1c(=O)oc2ccccc21 | 5.7% | 0.0% | 0.3% | 17.1% | 20.5% | -20.0% | -0.1 | 4.0% | .
CCO/C(C)=N/n1c2nc3ccccc3nc2c2c(=O)n(Cc3ccccc3Cl)c(C)nc21 | ? | -10.5% | -23.8% | -0.4% | 20.3% | -0.5% | 0.3 | 2.9% | -0.6%
CC1CCCN(C(=O)/C(=C/c2ccco2)NC(=O)c2ccccc2)C1 (stereo not drawn) | 21.9% | -0.4% | -0.1% | -8.2% | 29.2% | -14.6% | 0.0 | ? | 25.7%
CC(C)Cc1ccc(C(C)C(=O)N2CCOCC2)cc1 (stereo not drawn) | 19.3% | -0.6% | -7.9% | -3.7% | -0.2% | 0.0% | -0.9 | -7.2% | -0.7%
CC(C(=O)NCC1CCCO1)n1cccc1C(=O)c1ccccc1 (stereo not drawn) | 5.1% | 0.9% | -12.2% | 12.7% | 43.1% | -6.5% | -0.5 | i | 0.5%
COc1ccc(S(=O)(=O)N2CC(C)N(S(=O)(=O)c3ccc(OC)cc3)CC2C)cc1 (stereo not drawn) | -5.8% | -0.7% | -7.4% | -6.1% | 45.3% | -11.1% | 0.5 | . | 0.4%
COC(=O)c1ccc(NC(=O)CCS(=O)(=O)c2ccc(Br)cc2)cc1 | 20.6%&-8.8% | -9.4%&2.8% | -8.0%&2.2% | -4.6% | 8.5%&14.9% | -34.4%&-3.3% | 2.1&0.1 | -1.3%&-22.8% | 1.9%&6.1%
O=C(NC1CCCCCCC1)c1cc(-c2ccccn2)nc2ccccc12 | 108.2%[activator] | -7.7% | -9.1% | 6.4% | 16.4% | 7.7% | -0.4 | -0.8% | -10.0%
Cc1ccc(-c2nn(CC(=O)N(C)C)c(=O)c3ccccc23)cc1S(=O)(=O)N(C)C | 38.3%[activator] | 6.6% | -13.9% | 7.8% | 1.7% | -22.0% | -0.2 | 0.1%&1.3% | 4.7%
CCOc1cc(C(=O)Nc2ccc3oc(-c4ccc(F)cc4Cl)nc3c2)cc(OCC)c1OCC | 9.7% | -10.8% | -9.8% | . | 29.9% | -6.0% | 0.3 | 1.4% | -6.0%
COC(=O)Cc1[nH]nc2c1C1(CCSCC1)C(C#N)=C(N)O2 | 8.1% | -0.8% | -0.2% | 2.3% | 0.4% | -7.7% | 0.4 | -3.8%[57.4 µM] | .
CCCC(/C=C/c1ccc(OC(C)=O)cc1)=C1/c2ccccc2C(=O)N1c1ccccc1 | 28.1% | . | . | 24.1% | . | 5.3% | -0.2 | ? | 3.6%
O=c1c(N2CCc3ccccc3C2)csc2ccc(Cl)cc12 | 92.5%[activator] | 1.1% | -2.9% | . | -2.2% | -10.9%[60.1 µM] | 0.6 | 7.6% | 3.6%
COc1ccc(/C=C(/NC(=O)c2ccc(C)cc2)C(=O)NCC2CCCO2)cc1 (stereo not drawn) | 94.1%[activator] | -0.8% | -9.8% | -0.7% | 12.8% | -14.3% | -0.5 | -7.3% | -3.4%
